KB-3-1 tox: kills parental KB-3-1 adenocarcinoma cells; KB-3-1 viability, CellTiter-Glo ATP luminescence, 72 h; Potency, µM (doses to about 46.1 µM), for inactives: at the highest dose activity change, negative = cytotoxic, most hits filed as cytotoxic; actives 1.4% (n = 400,000); AID 1347075; further: on the % scale 0 is the no-effect control and ±100 the full control effect; nearly all actives have a fitted effect of over 60% in size
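Using CellTiter-Glo luminescence, growth of non-resistant KB-3-1 adenocarcinoma cells is assessed 72 h after pin-tool compound addition at 37 °C. Normalized responses across the concentration series yield fitted curves.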
SW480 rerep: inducers of DNA re-replication in SW480 colon cancer cells. SW480 DNA re-replication, Hoechst DNA content imaging, 48 h. Potency, µM (doses to about 46.1 µM), without a hit: top-dose re-replication activation, actives largely listed as activators. actives 1.8% (n = 340,000); further: % of control where 0% means no effect; nearly all actives have a fitted effect of over 55% in size
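Treated cells incubate 48 hr (37 C, 5% CO2), are stained 40 min with Hoechst, and nuclear fluorescence is enumerated; a rise in nuclei with high DNA signal marks re-replication.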
KB-V1 cytotox: kills drug-selected multidrug resistant KB-V1 cells | KB-V1 MDR cells viability, CellTiter-Glo, 72 h | Potency, µM (top dose mostly 46.1 µM), without a hit: at the top dose activity change, negative = cytotoxicity, usual class: cytotoxic | actives 3.4% (n = 400,000); further: on the % scale 0 is the no-effect control and ±100 the full control effect; nearly all actives have a fitted effect of over 60% in size
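Drug-selected KB-V1 cells, grown in DMEM lacking phenol red with 10% FBS, receive compound titrations; after three days at 37 degrees C, surviving cell ATP is quantified by CellTiter-Glo luminescence and responses normalized and curve-fitted.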
GLP-1R inv ag: inverse agonists of human GLP-1 receptor; AID 624417; HEK293 GLP-1R CRE-luciferase, luminescence, 24 h; GLP-1R form is constitutively active; Potency, µM (series often up to 38.3 µM), for the others: at the highest dose activity change, negative = inhibition, most hits filed as inhibitors; actives 1.6% (n = 410,000); further: on the % scale 0 is the no-effect control and ±100 the full control effect; nearly all actives have a fitted effect of over 55% in size
Target sequence (P43220 whole entry, looked up): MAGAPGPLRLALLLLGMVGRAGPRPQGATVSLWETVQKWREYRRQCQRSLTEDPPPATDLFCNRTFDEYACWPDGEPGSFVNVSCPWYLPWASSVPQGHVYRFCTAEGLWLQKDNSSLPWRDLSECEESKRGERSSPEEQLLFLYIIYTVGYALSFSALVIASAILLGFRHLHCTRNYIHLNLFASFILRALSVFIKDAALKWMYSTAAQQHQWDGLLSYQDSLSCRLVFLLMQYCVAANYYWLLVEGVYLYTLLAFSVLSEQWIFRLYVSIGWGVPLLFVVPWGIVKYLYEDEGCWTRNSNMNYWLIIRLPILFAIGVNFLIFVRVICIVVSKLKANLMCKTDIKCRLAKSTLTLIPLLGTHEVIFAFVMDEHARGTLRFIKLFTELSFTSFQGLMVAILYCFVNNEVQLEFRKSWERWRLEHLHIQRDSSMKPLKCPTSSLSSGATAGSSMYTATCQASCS
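Readout was luciferase luminescence, measured 12 min after detection reagent at room temperature. Beforehand, GLP-1R reporter HEK293 cells had sat 12 h, then received compounds for 24 hr at 37 deg C.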
HT1080NT lethal: kills 2HG-producing HT-1080-NT fibrosarcoma cells | HT-1080-NT fibrosarcoma viability, CellTiter-Glo ATP luminescence, 48 h | Potency, µM (series often up to 46.1 µM), for the others: at the highest dose activity, negative = less viability, usual class: cytotoxic | actives 1.6% (n = 360,000);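 further: NT is the 2HG producing partner of a matched IDH1 knockdown line; 0% = DMSO-treated cells and -100% = media-only wells without cells; nearly all actives have a fitted effect of over 55% in size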
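Viability of the 2HG-overproducing fibrosarcoma line after 48 hours of compound exposure at 37 degrees C was determined by luminescence with CellTiter-Glo, and concentration-effect curves were then fitted and categorized.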
TDP43 rescue: rescues yeast growth from TDP-43 toxicity. Potency, µM (titrated, usually from 46.1 µM), for inactives: at the highest dose growth rescue (activation), actives largely listed as activators. AID 652104. actives 1.8% (n = 410,000). TDP-43 expressing yeast growth rescue, BacTiter-Glo, 24 h; further: % of control where 0% means no effect; nearly all actives have a fitted effect of over 50% in size
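Growth rescue of TDP-43-toxic yeast measured as ATP luminescence (BacTiter-Glo). Cells grown to mid-log in raffinose, induced in galactose at OD600=0.02, exposed to compound 24 hr at 30 deg C.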
GLP1R cytotox: cytotoxicity counter-screen for GLP-1 receptor inverse agonists; HEK293 cAMP-luciferase reporter cells, luminescence, 24 h; Potency, µM (series often up to 38.3 µM), for the others: at the highest dose activity change, negative = inhibition, usual class: inhibitors; actives 0.13% (n = 410,000); AID 624418;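 further: loss of luciferase light is scored as toxicity; on the % scale 0 is the no-effect control and ±100 the full control effect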
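To flag toxic compounds, the library was rerun on cells for 24 hr at 37 deg C and 5% CO2. Viability-linked luminescence was captured 12 min after adding luciferase detection reagent.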
HT1080 IDH1KD tx: toxicity to HT-1080 IDH1 knockdown cells (counter line); HT-1080 IDH1 knockdown viability, ATP luminescence, 48 h; actives 2% (n = 360,000); Potency, µM (highest dose often 46.1 µM), inactives show at the highest dose activity, negative = toxicity, hits mostly cytotoxic;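 further: 0% = DMSO wells and -100% = cell-free medium wells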
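HT-1080-IDH1KD cells (IDH1 knocked down), 750/well in RPMI with 5% FBS, treated with compound 48 h at 37 degrees C. Viability by CellTiter-Glo luminescence, normalised to DMSO and no-cell wells; concentration-response curves classed.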
GLP1R ag: GLP-1 receptor (human) agonism | P43220 | HEK293 GLP-1R CRE-luciferase, luminescence, 4-6 h; cells express a hypersensitive GLP-1R form | Potency, µM (titrated, usually from 45.6 µM), for the others: top-dose activation, usual class: activators | actives 0.007% (n = 380,000) | AID 624172; further: % of control where 0% means no effect
The depositor's hits bear a star; u = inconclusive; x = not tested or not shown; & = joins results of further samples; [ ] = dose if it differs, or a comment. The call rests on the fitted dose curve; in most records, active means well fitted curve in the direction sought with a large enough effect; inconclusive means small, poorly fitted or top-dose-only effect, or another doubt; inactive means no such curve, though single readings can be large; an effect the other way counts as inactive or inconclusive. Potency means the concentration at half of the fitted maximal effect.

canonical_smiles	KB-3-1 tox	SW480 rerep	KB-V1 cytotox	GLP-1R inv ag	HT1080NT lethal	TDP43 rescue	GLP1R cytotox	HT1080 IDH1KD tx	GLP1R ag
COc1cccc2c1OC1(C)CC2/C(=C(\C)O)C(=O)N1 (stereo not given)	-2%	1%	-6%	0%	-1%	0%	5%	-8%	-6%
Cc1nnc(SC(C)C(=O)Nc2ccc(Cl)cn2)n1Cc1ccccc1 (stereo not given)	-8%	-16%	-30%	-111%	u	-8%	4%	-5%[9.24 µM]	-2%
O=C(NCCc1ccccc1)c1ncn[nH]1	13%	-2%	u	0%	-5%[9.24 µM]	-6%	0%	4%	-16%
CCCCC(=O)NCc1ccccc1Cl	9%	-1%	9%	0%	4%	-18%[0.397 µM]	20%	0%	15%
COc1ccc(S(=O)(=O)Nc2c3ccccc3nc(=O)n2-c2ccccc2)cc1	5%	-2%[9.22 µM]	1%	24%	9%	0%	5%	1%	22%
COc1ccc(N/C(N)=N/c2nc(CSc3ccc(C)cc3)cc(=O)[nH]2)cc1	10%	-3%	3%	14%	-4%	7%	47%[activator]	-2%	3%
CCCC[C@@H]1CNC(=S)N1CC1CCCCC1	5%	u	-2%	u	6%	0%	-31%	2%	0%
COc1ccc(S(=O)(=O)N2CCN(C3CC4CCC3C4)CC2)cc1 (stereo not given)	-23%	-16%	-26%	u	-11%	-12%	0%	-5%	14%
CC(=O)c1sc(NC(=O)CCCOc2ccc(Cl)cc2)nc1C	2%	-5%	-31%	-8%	0%	-27%	-4%	-8%	0%
Cc1cc(C)c2nc(N3CCC(C(=O)NCCCN4CCCCC4)CC3)sc2c1	u	15%	u	3.2µM*	23µM*	16%	u	18µM*	-20%
COc1cccc(-c2cnc3c(NC=O)cc(-c4cc(C)c(O)c(C)c4)cn23)c1	6.5µM*	x	u	u	u	7%	u	u	21%
Cc1c(N(C)C)nc2ccccc2c1N	0%	-4%	-15%	13%	-6%	-16%	7%	-29%	4%
O=C(Cc1ccc(NC(=O)C2CCCN(C(=O)C3CC3)C2)cc1)Nc1ccc(C(=O)N2CCOCC2)cc1 (stereo not given)	28%	14%[9.22 µM]	5%	13%	24%	14%	8%	14%	-3%
NC1=NC[C@@H](Cc2ccc(O)cc2)N1CCc1cc(C(F)(F)F)cc(C(F)(F)F)c1	-9%	-12%	4%	14%	0%	11%	12%	-3%	1%
COc1ccc(CN2CCC(=O)N(CCO)CC2)cc1OC	1%&16%	-9%	1%&2%	15%	6%	26%	8%	13%	6%

Only SW480 rerep, HT1080NT lethal and TDP43 rescue (2 entries from above):
| Compound | SW480 rerep | HT1080NT lethal | TDP43 rescue |
| --- | --- | --- | --- |
| COc1ccc(N/C(N)=N/c2nc(CSc3ccc(C)cc3)cc(=O)[nH]2)cc1 | -3% | -4% | 7% |
| CCCC[C@@H]1CNC(=S)N1CC1CCCCC1 | u | 6% | 0% |

(listing goes on)
canonical_smiles	KB-3-1 tox	SW480 rerep	KB-V1 cytotox	GLP-1R inv ag	HT1080NT lethal	TDP43 rescue	GLP1R cytotox	HT1080 IDH1KD tx	GLP1R ag
CC(C)OC(=O)c1cccc(NC(=O)c2ccccc2)c1	3%	6%	12µM*	0%	-3%	21%	-2%	-6%	7%
CC(C)(C)CC(C)(C)N=C1Nc2ccccc2NC12C[C@H]1CCC(=O)N3CC[C@@H](C2)[C@@H]13 (stereo not given in full)	u	14%	u	u	4%	19%	-4%	5%	-2%
CC(=O)c1sc(N/N=C\c2ccccc2O)nc1C	u	u	-10%	u	u	-4%	-4%	u	6%
COCCNC(=S)Nc1ccc(N2CCCCC2)cc1	-3%	2%	-22%	19%	14%	17%	-1%	9%	7%
C/C(=N\Nc1nc2ccccc2s1)c1ccc(Br)s1	-15%	-6%	u	10µM*	u	u	u	u	13%
CSc1nnc(-c2cccn(Cc3ccccc3)c2=O)o1	-2%	16%	-26%	1%[7.66 µM]	-2%	3%[9.22 µM]	2%[7.66 µM]	10%	3%
COc1cccc(N2C(=O)C(CC(=O)Nc3ccccc3)N(C3CCCCC3)C2=O)c1 (stereo not given)	2%	0%	u	-5%	5%	-13%	-13%	0%	-8%
CCCCC(=O)Nc1c(C)cc(C)cc1Cl	3%	u	5%	-10%	-3%	-11%	71%[activator]	-1%	3%
C=C(C)Cn1c(CN(C)Cc2ccccc2)nc2c1c(=O)n(C)c(=O)n2C	-18%	-12%	u	31%[activator]	-9%	-2%	-2%	-12%	6%
COc1ccc(NS(=O)(=O)c2ccc3c(c2)CCN3C(=O)CCC(=O)O)cc1OC	7%	-3%	73%	2%	20%	4%	1%	15%	7%
CCc1cc2c(=O)c(-c3cnn(-c4ccccc4)c3)coc2c(CN2CCOCC2)c1O	u	8%	-20%	-4%	17%	7%	-19%	8%	-1%
COCCn1c(C)cc(C2=NNC(=Nc3ccc(Cl)cc3Cl)SC2)c1C	-6%	-3%	11%	7%	-1%	0%	4%	10%	-11%
CC(Cn1cncn1)C(=O)N1CCN(S(=O)(=O)c2ccc(Cl)cc2)CC1 (stereo not given)	4%	-37%[inhibitor]	-5%	-6%	10%	-6%	-2%	2%	15%
CCCCn1nnnc1NCc1ccc(OC)c(OC)c1OC	1%	1%	-10%	5%	10%	-16%	30%	1%	-1%
O=C(NCC(=O)N1CCN(c2ccccc2O)CC1)c1ccc2c(c1)OCO2	0%	-3%	5%	-12%	-4%	-22%	7%	-1%	-6%

Next section:
canonical_smiles	KB-3-1 tox	SW480 rerep	KB-V1 cytotox	GLP-1R inv ag	HT1080NT lethal	TDP43 rescue	GLP1R cytotox	HT1080 IDH1KD tx	GLP1R ag
CC(Oc1ccc(F)cc1)C(=O)Nc1ccc2ccccc2c1 (stereo not given)	-19%	10%	u	1%	u	12%	13%	-22%	1%
COc1ccccc1C(=O)Nn1c(C)nc2ccccc2c1=O	0%	1%	13%	2%	1%	4%	-4%	-5%	3%
COc1ccc(/C=N/n2nnnc2N)cc1OC	1%	-7%	0%	47%[activator]	13%	10%	4%	4%	13%
CCOC(=O)[C@H]1[C@H]2COc3cc(OC)ccc3[C@@H]2N2C(=O)c3ccc(F)cc3NC(=O)[C@@]12C	0%	-18%	20%	4%	-4%	10%	3%	0%	-5%
CC(=O)c1cccc(NC(=O)c2ccc3nc(Cc4ccccc4)oc3c2)c1	u	x	u	u	x	29%	-29%	x	x
Cc1cc(C)c2c(c1C)C(=O)CCC2	3%	-11%	-3%	4%	0%	-8%	-5%	0%	11%
COc1ccc(N2CCN(C(=O)CS(=O)(=O)c3cccc4nsnc34)CC2)cc1	-1%	x	u	12%	x	25%	17%	x	5%
O=C(CSc1cn[nH]n1)Nc1ccc(O)c(C(=O)O)c1	2%	-4%	1%	-11%	24%	-8%	-11%	19%	1%
CC(=O)N1CCc2c(sc3c2c(=O)n(-c2ccccc2Cl)c(=O)n3C)C1	7%	x	-11%	27%	x	0%	-2%	x	x
COc1cc(C(=O)Nc2cc(C)ccc2C)ccc1OCc1c(C)noc1C	-4%	26%	-11%	0%	14%	-15%	0%	13%	17%
COC(=O)C(NC(=O)CCC(=O)NC(C(=O)OC)c1ccccc1)c1ccccc1 (stereo not given)	12%	-10%	-8%	9%	13%	27%	-22%	6%	-5%
COc1ccc(OC)c(CNC(=O)c2cc3ccc4cccnc4c3[nH]2)c1	-10%	x	7%	-18%	x	-9%	-25%	x	x
CC(OC(=O)CCC(=O)c1cccs1)C(=O)Nc1ccccc1[N+](=O)[O-] (stereo not given)	6%	-15%	u	17%	22%	-9%[9.22 µM]	19%	11%	24%
Cc1ccc(S(=O)(=O)[N-]c2nc3ccccc3nc2-n2cc[n+](Cc3ccccc3)c2)cc1	0%	u	19%	-7%	-1%	4%	1%	-14%	10%
Cc1cc(N/N=C/c2ccc(F)cc2)nc(NCc2ccccc2)n1	u	-1%	u	u	18µM*	21%	u	16µM*	5%

Next part.
canonical_smiles	KB-3-1 tox	SW480 rerep	KB-V1 cytotox	GLP-1R inv ag	HT1080NT lethal	TDP43 rescue	GLP1R cytotox	HT1080 IDH1KD tx	GLP1R ag
C=CCOc1ccc(C[C@H](N)C(=O)NC[C@H]2O[C@@H](n3ccc(N)nc3=O)[C@H](O)[C@@H]2O)cc1	-1%	x	20%	10%	5%	19%	-3%	6%	-2%
Cc1cc(C)nc(SCC(=O)c2ccc(C)c(C)c2)n1	9%	-41%[inhibitor]	-3%	-18%	-3%	2%	-2%	2%	7%
CC1(C)N=C(N)NC(Nc2ccc(Br)cc2)=N1	-24%	-4%	7%	-21%	-16%	-2%	-6%	-25%	1%
C[C@@H]1CN([C@H](C)CO)C(=O)CCCn2nncc2CO[C@H]1CN(C)C(=O)Nc1ccc(N2CCN(C)CC2)cc1	-4%	x	14%	4%	-1%	-7%	6%	-6%	0%
C=CCSc1nnc(-c2cnn(-c3ccccc3)c2-n2cccc2)n1C	-1%	-6%	-29%	u	10%	-11%	4%	5%	4%
O=C(c1ccc(CN2CCc3ccccc3C2)cc1)N1CCN(c2ccc(F)cc2)CC1	u	-10%	u	2µM*	-5%	23%	-28%	-13%	0%
CN1C=C(C(F)(F)F)C=C/C1=C(\C#N)c1nnc2n1CCCCC2	5%	8%	-14%	-2%	3%	-14%	-25%	22%	-2%
CCOC(=O)c1nnn(CC(=O)N2N=C(c3ccccc3)CC2c2ccccc2)c1C(=O)OCC (stereo not given)	-2%	-2%	u	-5%	-9%	-4%	20%	-19%	3%
COc1cccc(COC(=O)c2cc(S(=O)(=O)N3CCOCC3)ccc2Cl)c1OC	-5%	-11%	u	u	1%[9.24 µM]	u	-15%	-14%	9%
CCOC(=O)c1c(C)nc(-c2ccccc2)nc1N	2%	-7%	-24%	0%	-8%	u	-7%	0%	12%
Cc1nc(/C=C\C(=O)O)c2cc(C)oc2n1	1%	-6%	u	21%	24%	1%	17%	19%	5%
Cc1cc2cc(CCNC(=O)c3ccc(C)c([N+](=O)[O-])c3)c(=O)[nH]c2cc1C	11%	1%	6.5µM*	-5%	6%	1%	9%	5%	0%

Bioassay records as filed in PubChem.
